# Source: PubChem
# IkB sig inh: IkB pathway inhibition in ABC-DLBCL cells; hit rate 0.04% among 110,000; Potency, µM (highest dose often 57.1 µM), for inactives: at the highest dose IkBa stabilization activation; ABC-DLBCL IkBa-CBG/CBR dual luciferase ratio, 4 h; response scale: scaled: untreated 0%, proteasome inhibitor 100%; active = well fitted curve in the direction sought with a large enough effect in the signal ratio, not every such curve was filed as active; inconclusive = small, poorly fitted or top-dose-only effect, or a change in a side signal; the % refers to the signal ratio;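 also: the direction sought is a rising ratio; 0% = basal untreated cells and 100% = reference inhibitor full response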
#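 In this assay, an IκBα–CBG68 fusion accumulates when IKK-driven degradation is blocked; native CBR normalizes for cell number. OCI-Ly3 cells were treated 4 h with compound and doxycycline, then green and red light read after Chroma-Glo addition.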
# Imprint erasure: inducers of genomic imprint erasure in mouse ES cells. Potency, µM (series often up to 60.7 µM), inactives show at the top dose activity change, positive = activation, most hits filed as activators. AID 1948. mouse ES Peg3-LacZ reporter, beta-gal luminescence, 40 h. hit rate 0.02% among 110,000;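 also: 0% = negative control wells on the plate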
#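 Gelatin-coated wells received 300 freshly trypsinized female ES cells with a Peg3LacZ-Neo reporter on the maternal allele, then incubated 40 hours at 37C. BetaGlo was added for 5 minutes at room temperature before a single luminescence read.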
# p53ts 39C kill: kills p53ts cells at the nonpermissive temperature; H1299-p53A138V viability at 39C, ATP luminescence, 24 h; Potency, µM (doses to about 46.1 µM), without a hit: top-dose activity change, negative = cell killing, most hits filed as cytotoxic; hit rate 1.5% among 130,000; AID 902; also: nearly all actives have a fitted effect of over 55% in size
# p53ts 32C tox: kills p53ts cells at the permissive temperature. hit rate 0.93% among 130,000. H1299-p53A138V at 32C, ATP luminescence viability, 24 h. AID 924. Potency, µM (highest dose often 46.1 µM), for the others: at the highest dose activity change, negative = cytotoxicity, hits mostly cytotoxic;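 also: 0% = DMSO and -100% = full killing by reference compound; nearly all actives have a fitted effect of over 55% in size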
#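 ATP-content luminescence (ATPlite) read-out after 24 h compound exposure at 32C in H1299-p53A138V cells (600/well). Tested up to 46 uM. Normalized to DMSO (0%) and 100 uM tamoxifen (100% killing); Hill-fit AC50.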
# * = called active by the depositor; ? = inconclusive; nt = not tested or not shown; & = joins results of further samples; [ ] = another dose, or the depositor's remark. Unless noted, calls follow the shape of the dose curve; as a rule, active = well fitted curve in the direction sought with a large enough effect; inconclusive = small, poorly fitted or top-dose-only effect, or another doubt; inactive = no such curve, though single readings can be large; an effect the other way counts as inactive or inconclusive. Unless noted, % is scaled to controls: 0 for no effect and ±100 for the full control effect; potency is read from the fitted curve at half-maximal effect.
# A first look, 6 compounds:
SMILES,IkB sig inh,Imprint erasure,p53ts 39C kill,p53ts 32C tox
O=C(NCC(c1ccco1)S(=O)(=O)c1ccc(Cl)cc1)c1ccc(C(F)(F)F)cc1 (configuration not stated),?,-3%[10.9 µM],-9%,3%
COc1ccc(Cn2ccnc2SCC(=O)Nc2ccc(C)cc2C)cc1,-2.0%,-6%[10.9 µM],-18%,2%
OC1(Cc2ccn[nH]2)CCCCC1,1.0%,-8%,-12%,1%
CN(C)C=Nc1ncc2c([nH]c3ccccc32)c1C#N,-3.9%,-20%,-7%,-10%
O=C1Nc2ccccc2/C1=N\c1sc2c(c1C(=O)Nc1ccccc1)CCCC2,nt,nt,4%,16%
CN1CCN(C(=O)c2ccc3c(=O)n(CCc4ccccc4)c(=S)[nH]c3c2)CC1,-1.0%,-4%,-4%,-16%

# The whole of this part, from the start:
SMILES,IkB sig inh,Imprint erasure,p53ts 39C kill,p53ts 32C tox
O=C(NCC(c1ccco1)S(=O)(=O)c1ccc(Cl)cc1)c1ccc(C(F)(F)F)cc1 (configuration not stated),?,-3%[10.9 µM],-9%,3%
COc1ccc(Cn2ccnc2SCC(=O)Nc2ccc(C)cc2C)cc1,-2.0%,-6%[10.9 µM],-18%,2%
OC1(Cc2ccn[nH]2)CCCCC1,1.0%,-8%,-12%,1%
CN(C)C=Nc1ncc2c([nH]c3ccccc32)c1C#N,-3.9%,-20%,-7%,-10%
O=C1Nc2ccccc2/C1=N\c1sc2c(c1C(=O)Nc1ccccc1)CCCC2,nt,nt,4%,16%
CN1CCN(C(=O)c2ccc3c(=O)n(CCc4ccccc4)c(=S)[nH]c3c2)CC1,-1.0%,-4%,-4%,-16%
CCOc1ccc(-c2nc(-c3cccnc3)no2)cc1,nt,nt,?,?
Cc1cccc(NC(=O)c2cc3c(=O)n4cccc(C)c4nc3s2)c1C,-0.3%,-4%[10.9 µM],6%,8%
O=C(NCc1ccc(F)cc1)c1ccc(CS(=O)(=O)Cc2ccc(F)cc2)o1,1.1%,-11%,-1%,-18%
COc1ccc(NS(=O)(=O)c2cccc(-c3nnc4n3CCCCC4)c2)cc1,-0.3%,-5%,1%,-4%
CCOc1cc(N2CCOCC2)c(OCC)cc1NC(=O)CCC1CCCC1,-0.2%,-11%,14%,15%
CCOc1ccccc1N(CC(=O)Nc1ccccc1C(=O)OC)S(C)(=O)=O,0.0%,-6%,-2%,-4%
COc1ccc(S(=O)(=O)N(C)CC(=O)Nc2ccccc2C(F)(F)F)cc1,0.1%,-7%,3%,0%
CCOc1cc(CNC(=O)CSc2n[nH]c(-c3ccccc3)n2)cc(OCC)c1OCC,-2.2%,13%[10.9 µM],-3%,-2%
Cn1c(CN2CCCCC2)nc2cc(NC(=O)c3ccc(F)cc3)ccc21,?,-12%,-3%,-9%
CCc1nn(-c2cc(Cl)ccc2OC)c2c1C(=O)CCC2,0.3%,-14%,4%,7%
CCOC(=O)N1CCC(NC(=O)CCC(=O)c2ccccc2)CC1,-0.4%,-2%,1%,-7%
CC(=O)N=C(N)Sc1nc2ccccc2[nH]1,nt,nt,-16%,-21%
CCC(=O)N1CCc2cc(Br)cc(S(=O)(=O)N3CCN(c4ccccc4OC)CC3)c21,?,-6%[10.9 µM],-16%,-2%
CCCCNC(=O)CCn1c(=O)c2cccn2c2cccnc21,0.1%,?,24%,11%
c1ccc(-c2nnc3ccc(N4CCC5(CC4)OCCO5)nn23)cc1,nt,nt,8%,7%
Cn1[nH]c(=O)c2ccccc2c1=O,-0.6%,-9%,-3%,?
O=C(NCC1(c2ccccc2)CCCC1)C1(c2ccccc2)CCCC1,nt,nt,11%,8%
COc1ccc(OCC(=O)Nc2ccccc2C(=O)N2CCCC2)cc1,-0.6%,-7%,-4%,2%
Cc1sc2ncn(CC(=O)N3CCN(c4ccccc4F)CC3)c(=O)c2c1S(=O)(=O)N1CCN(c2ncccn2)CC1,2.0%,-6%[10.9 µM],-13%,5%

# The list continues:
SMILES,IkB sig inh,Imprint erasure,p53ts 39C kill,p53ts 32C tox
CC1CCN(S(=O)(=O)c2ccc3c(c2)N(CC(=O)N2CCN(c4ccccc4)CC2)C(=O)CO3)CC1,?,18%[10.9 µM],7%,5%
CCCc1nnc(NC(=O)c2cc(=O)c3cc(Cl)ccc3o2)s1,-2.5%,-7%[10.9 µM],2%,-8%
Cc1c(C(=O)OCC2CCCO2)[nH]c2c1C(=O)CC(c1ccc(N(C)C)cc1)C2 (configuration not stated),?,-21%,-2%,-4%
CCCCCn1c(CN2CC(C)OC(C)C2)nc2c1c(=O)n(C)c(=O)n2C (configuration not stated),0.1%,-20%,10%,-11%
NC(=O)CSc1nnnn1-c1cccc(O)c1,1.6%,6%[10.9 µM],-15%,-2%
Nn1c(SCC(=O)Nc2ccc(F)cc2F)nnc1-c1cccnc1,7.1%,-22%,3%,-2%
O=C(NC1CCCC1)C1CCCN1S(=O)(=O)c1cccc2cccnc12 (configuration not stated),-2.9%,-8%,15%,5%
CCOc1ccc(-c2nonc2NC(=O)c2oc3cc(C)ccc3c2C)cc1OCC,-1.9%,-10%[10.9 µM],-11%,-8%
O=C(O)CCCCC1CCSS1 (configuration not stated),-1.2%,5%&-19%&24%,-19%,-14%
Nc1c(C(=O)OCC2CCCO2)c2nc3ccccc3nc2n1C1CCCCC1 (configuration not stated),2.6%,-6%,9%,5%
CC(=O)N1CCc2c(sc3c2c(=O)n(-c2cccc(Cl)c2C)c(=O)n3Cc2ccccc2C)C1,?,-8%[10.9 µM],-21%,-9%
CC(=O)N(Cc1ccccc1)c1ncc2c(n1)c(=O)c(C#N)c1ccccn12,2.4%,3%,17%,11%
CC(C)(C)NC(=O)CN(C(=O)C1CSC(=O)C1)c1ccc2c(c1)OCCO2 (configuration not stated),3.5%,2%,-3%,9%
O=C(Nc1cc(Cl)ccc1N1CCOCC1)c1cnccn1,-2.7%,nt,3%,1%
S=c1[nH]nc(-c2ccc(Cl)cc2)n1Cc1ccccc1,nt,nt,17%,5%
CCNc1ncc2nc(-c3cn(C)c4ccccc34)c(=O)n(Cc3cccc(OC)c3)c2n1,2.3%[11.4 µM],3%,4%,10%
COCCN(CC(=O)Nc1ccccc1)S(=O)(=O)c1ccc(S(=O)(=O)N2CCCC2)cc1,0.4%,-7%,-5%,5%
O=c1c2c3nc4ccccc4nc3n(-c3ccc4c(c3)OCCO4)c2ncn1C1CCCC1,-0.3%,-2%,12%,5%
OCCNc1nc(Nc2ccccc2)nc2ccccc12,nt,nt,2%,-9%
c1ccc(-c2nnnn2CCOCCn2nnnc2-c2ccccc2)cc1,0.7%,-2%,0%,2%
Cc1ccc2oc3c(c(=O)c2c1)C(c1ccc(OCC(N)=O)cc1)N(Cc1ccc2c(c1)OCO2)C3=O (configuration not stated),0.1%,-13%[10.9 µM],4%,9%
Cc1nc(N2CCc3ccccc3C2)[nH]c(=O)c1CCC(C)C,0.1%,-3%,3%,0%
CCOC(=O)C1=C(C)NC(=O)NC1c1ccc(OCCO)c(OC)c1 (configuration not stated),-2.0%,-1%,9%,3%
COC(=O)c1ccc(NC(=O)NS(=O)(=O)c2ccc(C)cc2)cc1,-2.1%,-8%,1%,3%
CC(C(=O)OCc1nnc(-c2ccccc2)o1)N1C(=O)c2ccccc2C1=O (configuration not stated),5.9%,-8%,-9%,12%

# The listing continues:
SMILES,IkB sig inh,Imprint erasure,p53ts 39C kill,p53ts 32C tox
CCOc1ccccc1-n1c(COc2ccc(C)cc2)nnc1SCC(N)=O,?,-4%,8%,0%
Cn1nnnc1SCC(=O)c1c(N)n(C)c(=O)n(C)c1=O,0.3%,6%,6%,9%
OCc1n[nH]c(CO)n1,0.5%,8%,-4%,-4%
O=C(Nc1cc2nn(-c3ccccc3)nc2cc1Cl)c1ccco1,-0.7%,-2%,7%,-6%
COc1ccc(-c2ccc3c(N)c(C(=O)Nc4ccc(C)cc4C)sc3n2)cc1OC,14%,3%[10.9 µM],-26%,-1%
COC(=O)Nc1nnc(Cc2ccc(OC)cc2)s1,-0.2%,-5%,6%,1%
O=C(NCc1ccc(N2CCCC2=O)cc1)c1cn(CCc2ccccc2)nn1,-0.1%,-16%,-4%,-10%
COc1ccc(C2/C(=C(\O)c3cc(C)ccc3C)C(=O)C(=O)N2CCN(C)C)cc1OC (configuration not stated),3.0%,?,4%,-17%
COc1ccc(-c2nn(C)c3sc(C(=O)N4CCN(c5cc(Cl)ccc5C)CC4)cc23)cc1OC,-2.0%,3%[10.9 µM],11%,7%
CN(CCCNC(=O)CN1C(=O)CC(C)(C)S(=O)(=O)c2ccccc21)C1CCCCC1,0.9%,-18%,-2%,?
CC(C)CCNC(=O)CN1C(=O)c2cccnc2Sc2ccccc21,1.2%,-8%[10.9 µM],-19%,4%
COc1ccc(N2CCN(C(=O)Cn3nnc(-c4cccs4)n3)CC2)cc1,0.4%,-3%,-9%,19%
COc1ccc(CCNC(=O)CS(=O)Cc2nc(-c3ccc(C)cc3)oc2C)c(OC)c1 (configuration not stated),?,20%[10.9 µM],14%,6%
Cc1nn(C(C)(C)C)c(OC(=O)c2c(F)cccc2F)c1Sc1ccccc1,?,11%[10.9 µM],?,?
CC1=CC(C)(C)Nc2cc(C)c(C)cc21,3.6%,-12%,-3%,-2%
CCn1cc(CNC(=O)c2cc(-c3ccc(C)c(C)c3)nc3ccccc23)c(C)n1,?,-13%[10.9 µM],?,?
CCn1c(C(=O)NCc2ccc(OC(C)C)cc2)cc2oc3ccccc3c21,?,9%[10.9 µM],-15%,?
COc1cccc(-c2noc(CCCC(=O)NCc3ccco3)n2)c1,-6.1%,-13%[10.9 µM],-6%,-6%
Clc1ccc(Cc2nn3c(-c4ccncc4)nnc3s2)cc1,-0.9%,3%,7%,4%
CCc1ccc(NC(=O)CSc2nnc(-c3nonc3NC(C)=O)n2-c2ccccc2)cc1,1.8%,-9%[10.9 µM],-13%,-15%
CCn1c(=O)n(CC)c2cc(S(=O)(=O)N3CCOCC3)ccc21,-1.4%,1%,3%,-6%
COc1ccccc1-c1cc(NC(=O)COc2ccccc2Cl)n(-c2ccccc2)n1,-2.8%,4%[10.9 µM],-5%,-11%
CCc1ccc(C(=O)CC2(O)C(=O)N(Cc3ccc(C)cc3)c3ccccc32)cc1 (configuration not stated),?,-20%[10.9 µM],?,-3%
CN1CCc2nc(N)nc(-c3nc(N)nc4c3CN(C)CC4)c2C1,0.5%[11.4 µM],-6%[10.9 µM],0%[9.22 µM],0%[9.22 µM]
Cc1noc(C)c1-c1cncnc1N(C)Cc1ccco1,0.6%[11.4 µM],?,4%,8%

# More structures:
SMILES,IkB sig inh,Imprint erasure,p53ts 39C kill,p53ts 32C tox
Cc1nc2ccccc2n1CC(=O)N1CC(=O)Nc2ccccc21,0.7%,6%,5%,-4%
COc1ccc(NC(=O)c2cccc(NC(=O)C3C4CC5OC(=O)C3C5C4)c2)c(OC)c1 (configuration not stated),12%,-8%,3%,6%
Cc1cccc(N2CCN(C(=O)Cc3c(C(=O)O)c(C)cn3C)CC2C)c1 (configuration not stated),-0.4%,13%[10.9 µM],-18%,13%
Cc1cccc(N2CCN(C(=O)CCNS(=O)(=O)c3ccc4c(c3)CCC(=O)N4)CC2)c1C,?,-19%,-7%,3%
CCOC(=O)c1sc(NC(=O)COC(=O)Cn2cnc3ccccc32)c(C(=O)OCC)c1C,-1.2%,-5%,-10%,-5%
CCN(C(=O)Cn1ncc2c1-c1cc(C)ccc1OC2)c1cc(Cl)ccc1OC,?,-7%[10.9 µM],-5%,18%
C=CCOc1cccc(C2C(C(=O)c3ccc(C)o3)=C(O)C(=O)N2CCN(C)C)c1 (configuration not stated),0.6%,-12%,1%,10%
CCn1ccc2c(OCC(=O)NCc3ccc(C)cc3)cccc2c1=O,-0.8%,7%[10.9 µM],-19%,-10%
Cc1cccc(C(=O)Nc2nnc(SCc3cc(=O)n4cccc(C)c4n3)s2)c1,-0.2%,9%[10.9 µM],5%,2%
Cc1nc(SCC(=O)Nc2ccc(F)cc2)c2oc3ccccc3c2n1,-0.9%,-1%,-3%,-4%

# Some entries already given with just Imprint erasure and IkB sig inh.
SMILES | Imprint erasure | IkB sig inh
C=CCOc1cccc(C2C(C(=O)c3ccc(C)o3)=C(O)C(=O)N2CCN(C)C)c1 (configuration not stated) | -12% | 0.6%
CCN(C(=O)Cn1ncc2c1-c1cc(C)ccc1OC2)c1cc(Cl)ccc1OC | -7%[10.9 µM] | ?
